# mIAP activ – activators of mouse IAP, primary screen, biochemical, luminescence, uHTS; 0.24% of 330,000 active; muIAP, CDP-Star luminescence, 30 min; stronger effect = higher value; 1 = vehicle-only enzyme signal, 0 = enzyme-free wells; intestinal alkaline phosphatase [Mus musculus]; activation factor at 10 µM; AID 2805, 2010;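 active means activation factor of at least 2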; further: the source names both 10 and 20 µM as test concentration; values of inactives mirror those of a sister screen read the other way
#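 System: mouse IAP enzyme. Reagent: CDP-Star chemiluminescent phosphatase substrate. Benchmarks: DMSO wells, no-enzyme wells. Times: 30 min enzyme-substrate-compound incubation at room temperature. Detection: luminescence from enzymatic CDP-Star hydrolysis. Doses: test compounds delivered from DMSO solution.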
# PfG6PD inh – PfG6PD enzyme inhibitors, primary screen, biochemical, fluorescence intensity, uHTS; glucose-6-phosphate dehydrogenase-6-phosphogluconolactonase (Plasmodium falciparum 3D7); PfGluPho enzyme, NADPH resazurin-diaphorase fluorescence; inhibition, % at 20 µM; 0.78% of 350,000 active; AID 504690, 2011;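 active means inhibition reaching at least a set limit at 20 µM in the primary screen, cut at about 59% in these data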;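 further: 0% = DMSO wells with substrate and 100% = DMSO wells lacking glucose-6-phosphate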
# ATG4B inhibitor – ATG4B protease inhibitors, primary screen, biochemical, fluorescence, uHTS; AID 504462, 2011; ATG4B cleavage of LC3-PLA2, NBD-HPC fluorescence, 1 h; Cysteine protease ATG4B (Homo sapiens), Q9Y4P1; 0.51% of 340,000 active; inhibition, % at 8.33 µM; in the data active means inhibition above about 40%
# A3A deaminase – APOBEC3A ssDNA deaminase inhibitors, primary screen, selectivity assay for APOBEC3G inhibitor project, biochemical, FAM/TAMRA oligo cleavage fluorescence; DNA dC->dU-editing enzyme APOBEC-3A (Homo sapiens), P31941; recombinant A3A, FAM/TAMRA ssDNA deamination fluorescence; inhibition, % at 20 µM; 0.41% of 330,000 active;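 active means at least 40% inhibition at 20 µM here, with at most 30% in a related deaminase screen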;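 further: plate controls were A3A with DMSO for no effect and wells lacking A3A enzyme for full effect; some results filed as inactive read as strong as hits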
# Target sequence (P31941 whole entry, looked up): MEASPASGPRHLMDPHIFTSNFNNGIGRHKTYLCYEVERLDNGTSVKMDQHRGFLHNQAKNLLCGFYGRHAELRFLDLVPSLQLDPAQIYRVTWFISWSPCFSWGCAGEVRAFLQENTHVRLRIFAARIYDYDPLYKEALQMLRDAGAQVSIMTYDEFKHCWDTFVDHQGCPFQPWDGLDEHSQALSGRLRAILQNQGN
# hIAP activ – human IAP activators, primary screen, biochemical, luminescence, uHTS. Intestinal-type alkaline phosphatase (Homo sapiens), P09923. purified human IAP, CDP-Star luminescence, 30 min; stronger effect = higher value; 1 = vehicle-only enzyme, 0 = enzyme-free background. activation factor at 10 µM. 0.16% of 330,000 active;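 active means activation factor of the enzyme at least 2-fold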; further: the source names both 10 and 20 µM as test concentration; values of inactives mirror those of a sister screen read the other way
# Target sequence (P09923 whole entry, looked up): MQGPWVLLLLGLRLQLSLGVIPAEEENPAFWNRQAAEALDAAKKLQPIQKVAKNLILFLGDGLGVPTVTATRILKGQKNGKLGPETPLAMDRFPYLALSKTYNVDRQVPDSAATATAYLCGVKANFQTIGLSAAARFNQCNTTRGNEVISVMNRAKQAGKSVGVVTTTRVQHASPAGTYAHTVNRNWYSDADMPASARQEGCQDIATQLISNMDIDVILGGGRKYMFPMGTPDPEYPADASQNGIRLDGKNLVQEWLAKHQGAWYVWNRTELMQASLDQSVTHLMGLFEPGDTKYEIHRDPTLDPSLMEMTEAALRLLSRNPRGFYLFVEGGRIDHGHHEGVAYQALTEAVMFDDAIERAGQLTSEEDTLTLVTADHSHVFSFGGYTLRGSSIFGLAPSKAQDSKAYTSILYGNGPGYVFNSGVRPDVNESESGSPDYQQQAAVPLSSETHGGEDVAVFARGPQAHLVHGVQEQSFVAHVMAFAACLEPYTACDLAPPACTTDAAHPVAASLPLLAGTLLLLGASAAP
# hIAP block – human IAP inhibitors, primary screen, biochemical, luminescence, uHTS; inhibition, % at 10 µM; AID 2544, 2010; 0.12% of 330,000 active; purified IAP, CDP-Star luminescence, 30 min; Intestinal-type alkaline phosphatase (Homo sapiens), P09923;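 active means inhibition reaching a set limit with compound at 10 µM in the primary screen, cut at about 35% in these data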;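 further: plate controls were DMSO wells with enzyme for no effect and no-enzyme buffer wells for full effect; values of inactives mirror those of a sister screen read the other way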
# mIAP block – inhibitors of mouse IAP, primary screen, biochemical, luminescence, uHTS | intestinal alkaline phosphatase [Mus musculus] | purified mouse IAP, CDP-Star luminescence, 30 min | inhibition, % at 10 µM | 0.2% of 330,000 active;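 active means inhibition of at least 40% at 10 µM in the primary screen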;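 further: plate controls were DMSO with enzyme for no effect and no enzyme wells for full effect; values of inactives mirror those of a sister screen read the other way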
# HKDC1 inhibitor – HKDC1 hexokinase inhibitors, primary screen, biochemical, fluorescence, uHTS | Q2TB90 | inhibition, % at 20 µM | 0.16% of 340,000 active | recombinant HKDC1, G6PDH/diaphorase resazurin coupled fluorescence;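 active means inhibition above about 35% when tested at 20 µM, limit read from the data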;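 further: plate controls were DMSO wells with enzyme for no effect and DMSO wells lacking enzyme for full effect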
#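 System: Recombinant HKDC1 hexokinase | Amount: HKDC1 at 5 µg/mL | Reagent: Glucose with 1 mM ATP | Doses: Single 20 µM dose | Incubation: Reaction time 90 min, room temperature, protected from light | Signal: Coupled resazurin fluorescence, excitation 525 nm, emission 613 nm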
# Numbers without * were called inactive.
SMILES,mIAP activ,PfG6PD inh,ATG4B inhibitor,A3A deaminase,hIAP activ,hIAP block,mIAP block,HKDC1 inhibitor
CNC(=O)COC(=O)c1c2c(nc3ccccc13)CCC2,0.96,-13,-6,17,1,-2,4,3
CCC1OC(=O)C(C)C(OC2C[C@@](C)(OC)C(O)C(C)O2)C(C)C(O[C@@H]2OC(C)CC(N(C)C)C2O)[C@](C)(O)CC(C)C(=NOCOCCOC)C(C)C(O)[C@]1(C)O (stereo not given in full),0.88,-2,2,0,0.97,3,12,-10
CNC(=S)NNc1ccccc1[N+](=O)[O-],0.97,33,1,-1,0.87,13,3,-3
CCCCC(=O)N1C/C=C\C(c2ccc(OC)cc2)N(Cc2ccc(F)cc2)C(=O)C1 (stereo not given),0.95,-6,5,0,1,-5,4,-7
C[C@H](O)CC1=C[C@H](O)[C@@H](C)OC1=O,0.92,0,-22,1,1,-1,8,-2
COc1cccc(CNC(=O)Cn2cc3c(n2)CCCC3)c1,0.95,17,-6,1,1,-3,4,-9
CC(=O)Nc1ccc2nc(-c3ccncc3)[nH]c2c1,1,-4,7,2,1.1,-8,-2,-1
Cc1ccc(CNC(=O)C2CCN(C(=O)Nc3ccccc3)CC2)cc1,0.99,9,6,0,0.87,13,1,-6
On1c(-c2ccccc2Cl)nc2ccccc21,0.98,3,7,0,0.86,14,2,-4
COc1cccc(NC(=S)N2CCCC2)c1,1.1,-2,-2,-1,1,-2,-14,-5
CCCCn1c(N)c(N(CC)C(=O)c2ccc([N+](=O)[O-])c(C)c2)c(=O)[nH]c1=O,1.1,-14,5,6,0.89,11,-6,4
CCOc1cccc(C(=O)Nc2ccccc2C(=O)N2CCN(C)CC2)c1,1,-7,3,-4,1,0,-3,-9
Cc1ccc(NC(=O)CN(C)C(=O)Nc2ccc(C)cc2)cc1,0.96,12,-5,1,0.9,10,4,-2
Cc1cc(-c2nnc3n2N=C(c2ccccc2Br)CS3)n[nH]1,0.97,10,-4,3,0.99,1,3,1
COc1cccc(N2CCN(CC(=O)NC(=O)NCc3ccco3)CC2)c1,1,-3,-2,47*,0.95,4,0,7
CC1(NC(=O)Cc2csc(-c3ccc(Cl)cc3)n2)CCS(=O)(=O)C1 (stereo not given),0.95,-3,-11,9,1,-4,5,5
CCc1ccccc1NC(=O)CN(C)C(=O)COC(=O)c1ccccc1Cl,0.98,1,9,1,0.95,5,2,0
CCC1Sc2ccc(S(=O)(=O)CCC(=O)NCc3ccco3)cc2NC1=O (stereo not given),1,8,-3,3,0.74,26,0,-2
COC(=O)COc1c(Cl)cc(Cl)c2ccc(C)nc12,0.93,-12,-9,1,1,-2,7,-5
CCSc1nc(C)nc2sc(C)c(C)c12,0.91,5,16,5,0.9,10,9,1
O=C(COc1ccc(Cl)cc1Cl)N/N=C/c1ccc[nH]1,0.8,19,-7,1,1.2,-16,20,0
CCOC(=O)C1=C(Nc2ccccc2)CC(C)(O)C(C(=O)OCC)C1c1ccccc1 (stereo not given),0.95,10,-3,2,0.79,21,5,0
CO/N=C/c1ccc(N2CCN(C(=O)c3ccc(F)cc3)CC2)c([N+](=O)[O-])c1,0.89,25,-1,0,1,0,11,13
CCc1cccc(C)c1NC(=O)CCCn1c(=O)c2cccn2c2cccnc21,1,7,-7,-3,1.1,-10,0,-3
CC(=O)c1ccc(S(=O)(=O)NC2CCCCCCC2)cc1,1,-14,-3,4,1.1,-9,-4,2
COc1cc(Cl)c(C)cc1NC(=O)COC(=O)/C=C/c1c(C)nn(C2CCS(=O)(=O)C2)c1Cl (stereo not given),1,-8,1,-5,1.1,-8,-4,6
Cc1ccc(N2C(N)=C(C#N)C(c3cc(CN4CCOCC4)cs3)C3=C2CC(C)(C)CC3=O)cc1 (stereo not given),1,-2,-4,7,1.2,-16,0,-9
CCCCCC1CC(CC(=O)NC(=S)Nc2ccc([N+](=O)[O-])cc2)C(=O)O1 (stereo not given),0.94,-1,-4,-2,0.97,3,6,-3
COC(=O)c1cn(CC(=O)NC2CCCCC2)c2ccccc12,1,-18,-14,-1,1,-2,-2,-2
CC(=O)Nc1ccc2c(c1)nc(CCN1CCOCC1)n2C,1.1,6,-4,-1,1.2,-16,-9,1
CCN(CC)CCNC(=O)C(=O)NCC1OCCN1S(=O)(=O)c1ccc([N+](=O)[O-])cc1 (stereo not given),0.95,-2,-2,-5,0.92,8,4,-2
O=C(Cc1cccs1)Nc1nc(-c2cccnc2)cs1,0.94,6,2,10,1.1,-9,6,1
COC(=O)CSc1nc2ccccc2o1,1,-14,-1,4,1.2,-18,-2,-3
COc1ccc(Cc2nnc(NC(=O)C3CCCO3)s2)cc1OC (stereo not given),1.1,10,-9,-4,1,-2,-14,5
CC(C)Oc1ccc(Cn2c(=O)sc3ccccc32)cc1,1,-24,9,-4,1.3,-27,-4,-1
CCCCC(CC)C(=O)Nc1ccccc1C(=O)NC(C)C (stereo not given),1.1,-4,-10,-6,0.9,10,-10,-5

# Results in HKDC1 inhibitor (2 entries from above):
Compound	HKDC1 inhibitor
COc1cccc(NC(=S)N2CCCC2)c1	-5
CC(=O)Nc1ccc2c(c1)nc(CCN1CCOCC1)n2C	1

# The list continues.
SMILES,mIAP activ,PfG6PD inh,ATG4B inhibitor,A3A deaminase,hIAP activ,hIAP block,mIAP block,HKDC1 inhibitor
CCC(=O)Nc1ccc(C(=O)NNC(=O)c2cccs2)cc1,1.1,18,1,3,0.93,7,-12,0
Cc1cc(C)nc(N2CCC(C(=O)Nc3ccc4c(c3)OCO4)CC2)n1,1.1,5,-1,1,1,-4,-6,-1
O=C(Nc1cccc(-c2ccccc2)c1)N1CCN(C(=O)Nc2cccc(-c3ccccc3)c2)CC1,1.1,-26,0,-5,1.2,-20,-7,-4
Cc1cc(N2C(=O)C3C4C=CC(C4)C3C2=O)ccc1NC(=O)c1cccs1 (stereo not given),1,1,14,17,1.1,-5,-4,-10
Cc1ccccc1Nc1nc(NCc2ccco2)c2ccccc2n1,1.1,19,6,7,0.9,10,-6,0
O=C1NCCN1C(=O)c1ccccc1F,0.99,-6,0,-1,1.1,-5,1,-7
O=C(Nc1cc(S(=O)(=O)N2CCOCC2)ccc1N1CCCC1)C1COc2ccccc2O1 (stereo not given),1.1,1,-5,1,0.99,1,-6,-8
O=C(/C=C/c1ccc(Cl)c([N+](=O)[O-])c1)Nc1cccc(NC(=O)c2ccco2)c1,0.96,10,13,2,0.94,6,4,11
CC1CCCC(NC(=O)CCC(=O)c2ccc(F)cc2)C1C (stereo not given),1,0,3,-7,1.1,-8,-4,-3
CCOc1cc(/C=N/Nc2nncc(-c3ccccc3)n2)ccc1O,0.96,3,-15,-2,0.98,2,4,-5
Cc1ccc(S(=O)(=O)NC2OC(=O)C(Cl)=C2Cl)cc1 (stereo not given),1.1,-9,6,-2,0.95,5,-7,11
COC(=O)c1ccccc1NC(=O)NN1CCN(C)CC1,0.99,0,-10,2,1.2,-25,1,-6
Nc1nc(F)cc(N2CCCCCC2)n1,1.1,4,-12,-1,1.1,-5,-10,-6
Nc1nc(-c2ccc3ccccc3c2)cs1,0.88,15,-6,2,0.9,10,12,3
CC(C(=O)NN=C(c1ccccc1)c1ccccc1)N1CCOCC1 (stereo not given),1,3,-12,-1,0.95,5,-2,-9
Cc1cc(NC(=O)CSc2nc3ccccc3c(=O)n2Cc2ccccc2)no1,1,6,-7,-5,0.93,7,-3,2
COc1cc(-c2c(-c3ccsc3)sc3ccccc23)cc(OC)c1OC,0.94,-4,1,-4,0.85,15,6,2
CC(=O)N1c2ccc(S(=O)(=O)NCCC(=O)Nc3ccc(C)cn3)cc2CC1C (stereo not given),0.88,-9,-5,-2,0.92,8,12,-3
COCCCN1C(=O)C(=O)/C(=C(/O)c2ccc(OC(C)C)c(C)c2)C1c1ccncc1 (stereo not given),1.1,-24,-1,2,1.1,-14,-14,0
COc1cccc(-n2nnnc2SCC(=O)NCc2ccc3c(c2)OCO3)c1,1.1,13,-12,-3,1.2,-22,-10,-1
COc1ccccc1C(CCN(Cc1ccccc1)C(C)=O)c1ccco1 (stereo not given),1,-17,4,2,0.94,6,0,-1
Cc1nc(-c2cccnc2)sc1C(=O)N/N=C/c1ccccc1Cl,0.93,-2,5,6,0.83,17,7,-1
Cn1c(SCC(=O)NC2CC2)nnc1-c1ccccn1,0.99,3,0,-6,1.2,-18,1,-7

# Rewritten with bars between the fields: part of the list above.
Molecule | mIAP activ | PfG6PD inh | ATG4B inhibitor | A3A deaminase | hIAP activ | hIAP block | mIAP block | HKDC1 inhibitor
O=C(Nc1cc(S(=O)(=O)N2CCOCC2)ccc1N1CCCC1)C1COc2ccccc2O1 (stereo not given) | 1.1 | 1 | -5 | 1 | 0.99 | 1 | -6 | -8
O=C(/C=C/c1ccc(Cl)c([N+](=O)[O-])c1)Nc1cccc(NC(=O)c2ccco2)c1 | 0.96 | 10 | 13 | 2 | 0.94 | 6 | 4 | 11
CC1CCCC(NC(=O)CCC(=O)c2ccc(F)cc2)C1C (stereo not given) | 1 | 0 | 3 | -7 | 1.1 | -8 | -4 | -3
CCOc1cc(/C=N/Nc2nncc(-c3ccccc3)n2)ccc1O | 0.96 | 3 | -15 | -2 | 0.98 | 2 | 4 | -5
Cc1ccc(S(=O)(=O)NC2OC(=O)C(Cl)=C2Cl)cc1 (stereo not given) | 1.1 | -9 | 6 | -2 | 0.95 | 5 | -7 | 11
COC(=O)c1ccccc1NC(=O)NN1CCN(C)CC1 | 0.99 | 0 | -10 | 2 | 1.2 | -25 | 1 | -6
Nc1nc(F)cc(N2CCCCCC2)n1 | 1.1 | 4 | -12 | -1 | 1.1 | -5 | -10 | -6
Nc1nc(-c2ccc3ccccc3c2)cs1 | 0.88 | 15 | -6 | 2 | 0.9 | 10 | 12 | 3
CC(C(=O)NN=C(c1ccccc1)c1ccccc1)N1CCOCC1 (stereo not given) | 1 | 3 | -12 | -1 | 0.95 | 5 | -2 | -9
Cc1cc(NC(=O)CSc2nc3ccccc3c(=O)n2Cc2ccccc2)no1 | 1 | 6 | -7 | -5 | 0.93 | 7 | -3 | 2
COc1cc(-c2c(-c3ccsc3)sc3ccccc23)cc(OC)c1OC | 0.94 | -4 | 1 | -4 | 0.85 | 15 | 6 | 2
CC(=O)N1c2ccc(S(=O)(=O)NCCC(=O)Nc3ccc(C)cn3)cc2CC1C (stereo not given) | 0.88 | -9 | -5 | -2 | 0.92 | 8 | 12 | -3

# Screening results as filed in PubChem.
